# LmPK inhibitor: qHTS Assay for Inhibitors of Leishmania Mexicana Pyruvate Kinase (LmPK). Potency, µM (top dose mostly 57.5 µM), without a hit: at the top dose activity change, negative = inhibition, hits mostly inhibitors. Q27686. 0.37% of 290,000 active. purified LmPK, Kinase-Glo ATP luminescence, 1 h; note: potency is the fitted concentration of half-maximal effect
# Target sequence (Q27686 whole entry, looked up): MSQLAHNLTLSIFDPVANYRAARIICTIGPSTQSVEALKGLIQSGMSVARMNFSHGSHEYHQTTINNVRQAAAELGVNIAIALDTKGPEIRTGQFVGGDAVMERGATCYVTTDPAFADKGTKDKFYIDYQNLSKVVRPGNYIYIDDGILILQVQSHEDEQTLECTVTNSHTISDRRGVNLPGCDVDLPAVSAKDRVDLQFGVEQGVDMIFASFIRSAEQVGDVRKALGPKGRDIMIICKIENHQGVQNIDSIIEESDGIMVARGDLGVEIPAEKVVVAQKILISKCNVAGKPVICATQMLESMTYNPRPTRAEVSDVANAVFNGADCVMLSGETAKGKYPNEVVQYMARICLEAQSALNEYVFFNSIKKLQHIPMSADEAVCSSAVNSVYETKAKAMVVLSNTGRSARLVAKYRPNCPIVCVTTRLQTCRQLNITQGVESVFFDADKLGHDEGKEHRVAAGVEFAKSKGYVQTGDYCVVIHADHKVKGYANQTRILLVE
#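 0.1 nM LmPK, 0.5 mM PEP, 0.1 mM ADP; 50 mM imidazole pH 7.2, 7 mM MgCl2, 50 mM KCl; 1 h RT. Kinase-Glo luminescence readout, normalized to no-enzyme (full inhibition) and uninhibited wells.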
# AmpC inh detg: qHTS Inhibitors of AmpC Beta-Lactamase (assay with detergent); P00811; AmpC hydrolysis of nitrocefin, absorbance 480 nm, 0.01% Triton; Potency, µM (doses to about 114 µM), for inactives: top-dose activity change, negative = inhibition, most hits filed as inhibitors; 0.041% of 370,000 active;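 note: potency is the fitted concentration of half-maximal effect; 0% = no-compound wells and -100% = no-enzyme wells; nearly all actives have a fitted effect of over 25% in size; some results filed as inactive show a strong effect at the top dose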
# Target sequence (P00811 whole entry, looked up): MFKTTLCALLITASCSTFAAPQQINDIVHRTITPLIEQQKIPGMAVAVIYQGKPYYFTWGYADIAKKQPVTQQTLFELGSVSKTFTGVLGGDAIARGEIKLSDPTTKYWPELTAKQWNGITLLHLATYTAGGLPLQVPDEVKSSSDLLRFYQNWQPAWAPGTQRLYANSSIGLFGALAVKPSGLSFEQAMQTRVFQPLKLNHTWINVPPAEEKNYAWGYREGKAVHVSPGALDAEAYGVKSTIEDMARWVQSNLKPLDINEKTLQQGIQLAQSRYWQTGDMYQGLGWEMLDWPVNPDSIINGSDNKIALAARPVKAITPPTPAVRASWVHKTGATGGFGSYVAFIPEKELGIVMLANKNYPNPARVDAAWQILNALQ
#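 20 mM phosphate pH 7.0 + 0.01% (detergent screen) or 0.0001% Triton X-100; 5.3 nM AmpC reagent; cpd preinc 15 min RT; nitrocefin (800 uM stock) to start; A480 q20 s × 4 min; Activity was normalised to no-enzyme and no-compound control wells.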
# TbPYK inhibitor: qHTS of Trypanosoma Brucei Inhibitors | TbPYK enzyme, Kinase-Glo Plus ATP luminescence, 45 min | Potency, µM (top dose mostly 76.8 µM), for inactives: top-dose activity, negative = inhibition, actives largely listed as inhibitors | 0.12% of 410,000 active | AID 624173, 2012 | pyruvate kinase (Trypanosoma brucei), Q57TT1; note: potency is the fitted concentration of half-maximal effect; nearly all actives have a fitted effect of over 50% in size
#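 Activity of T. brucei pyruvate kinase was followed by Kinase-Glo Plus luminescence after the enzyme reacted 45 min at room temperature with 130 uM ADP (final) and substrate. Test compounds were added before ADP at multiple concentrations.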
# AMA1 RON2 block: qHTS for Inhibitors of AMA1-RON; Towards Development of Antimalarial Drug Lead: Primary Screen. Plasmodium falciparum AMA1 (3D7) - RON2 peptide interaction. AlphaScreen AMA1-biotinylated RON2 peptide binding. Potency, µM (doses to about 58.2 µM), without a hit: at the highest dose activity change, negative = inhibition, hits mostly inhibitors. 0.2% of 360,000 active. AID 720542, 2013;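 note: potency is the fitted concentration of half-maximal effect; 0% = vehicle wells and -100% = peptide control; nearly all actives have a fitted effect of over 45% in size; some results filed as inactive show a strong effect at the top dose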
#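 AMA1 (3D7) with his tag at 25 nM final met compounds first, then biotinylated RON2 peptide at 25 nM; detection used donor plus acceptor beads, 10 µg/mL apiece, read by AlphaScreen after 30 min at room temperature.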
# HCMV inh: qHTS Assay for inhibitors of the human cytomegalovirus (HCMV); HFF cells, HCMV-luciferase reporter, 72 h; hits give low values; activity change, negative = inhibition, % at 57.5 µM; 4.5% of 410,000 active; in the data active = activity change below about -60%; inconclusive = no clear call, values can overlap the other calls; inactive = above about -39%
#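 Cell-based, HFFs, 1000 cells/well, 16 h 37C; cpds in DMSO + HCMV-luc, MOI 1 PFU/cell; 72 h 37C; OneGlo luminescence after 5 min RT; norm. to buffer vs Salinomycin 10uM.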
# Sm TGR inh: qHTS Assay for the Inhibitors of Schistosoma Mansoni Peroxiredoxins | purified TGR, DTNB reduction, TNB absorbance 405 nm | Potency, µM (doses to about 114 µM), for the others: at the highest dose activity change, negative = inhibition, most hits filed as inhibitors | 3% of 360,000 active; note: potency is the fitted concentration of half-maximal effect; nearly all actives have a fitted effect of over 60% in size
#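 Kinetic colorimetric format: TGR-catalysed, NADPH-driven DTNB reduction monitored via TNB absorbance. Enzyme dispensed at 20 nM; compound exposure 15 min at room temperature before reaction start.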
# AmpC inh no detg: qHTS Inhibitors of AmpC Beta-Lactamase (assay without detergent); Potency, µM (series often up to 57.1 µM), without a hit: top-dose activity change, negative = inhibition, actives largely listed as inhibitors; AID 485341, 2010; 0.52% of 330,000 active; AmpC nitrocefin hydrolysis, absorbance 480 nm, 0.0001% Triton;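 note: potency is the fitted concentration of half-maximal effect; plate controls were no compound for no effect and no enzyme for full effect; nearly all actives have a fitted effect of over 20% in size; some results filed as inactive show a strong effect at the top dose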
#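 AmpC (5.3 nM in the dispensed reagent) in 20 mM phosphate pH 7.0 with 0.01% (detergent screen) or 0.0001% Triton X-100 was preincubated with compounds for 15 min at room temperature. Nitrocefin was then added from an 800 uM solution, and hydrolysis was followed at 480 nm.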
# Numbers without * were called inactive; ? = inconclusive; · = not tested or not shown; & = joins results of further samples; [ ] = remark or other dose. Unless noted, calls come from the whole dose curve; as a rule, active = well fitted curve in the direction sought with a large enough effect; inconclusive = small, poorly fitted or top-dose-only effect, or another doubt; inactive = no such curve, though single readings can be large; an effect the other way counts as inactive or inconclusive. Unless noted, % is set by controls: 0 for no effect and ±100 for the full control effect.
SMILES,LmPK inhibitor,AmpC inh detg,TbPYK inhibitor,AMA1 RON2 block,HCMV inh,Sm TGR inh,AmpC inh no detg
CCOC(=O)C1C(=O)NC(c2ccccc2)=NC1c1ccc(F)cc1 (stereo not given),1%,-2%,-5%,1%,-26,6%,-19%
COCCCn1c(=N)c(S(=O)(=O)c2ccccc2)cc2c(=O)n3cccc(C)c3nc21,·,8%,-9%,·,-8,5%,·
Cc1nn(CC(=O)NCCc2ccccc2)c(=O)c2nn(-c3ccccc3)c(C)c12,·,-3%,-4%,·,45,1%,·
O=C(CSc1nnnn1-c1ccccc1)Nc1ncc(Cc2cccc(Cl)c2Cl)s1,2%,-14%,-1%,-2%[2.32 µM],?,-3%,-7%
Cc1nccn1-c1c2c(c(C#N)c3nc4ccccc4n13)CCC2,0%,1%,-6%,-1%,·,25µM*,-12%
O=C1C(=O)N(CC2CCCO2)C(c2ccccc2[N+](=O)[O-])/C1=C(/O)c1ccccc1 (stereo not given),0%,-3%,-3%,-5%,18,·,-14%
Cc1cc(C)nc(SC2CCCCC2NS(=O)(=O)c2ccc(Cl)cc2)n1 (stereo not given),0%,-8%,-3%,-11%,-28,-21%,-1%
O=C(NC1CCCCCCC1)NC1CCCCC1,-5%,-3%,-5%,0%,119,-10%,-9%
Cc1cc(C)cc(OCc2ccc(C(=O)O)o2)c1,2%,-14%,-5%,-3%,16,4%,-7%
C=CCNC(=O)C1=NN(c2c(F)c(F)cc(F)c2F)C(=O)CC1,1%,-3%,8%,?,3,-6%,-24%
O=C(COC(=O)CNC(=O)C1CCCCC1)Nc1ccc(F)c([N+](=O)[O-])c1,·,·,-1%,-5%,8,·,-7%
COc1cc(Cl)c(C)cc1NC(=O)CSc1cc(-c2ccccc2)nc(C)n1,·,12%,6%,·,-35,6%,·
CCOC(=O)N1CCC(NC(=O)C2CCN(Cc3nc(-c4ccc(CC)cc4)oc3C)CC2)CC1,·,·,1%,-4%,33,·,·
COc1ccc(N(CN2C(=O)c3ccccc3C2=O)C(=O)C(C)C)cc1,-2%,1%,-7%,-4%,-3,6%,-4%
O=C(CN(Cc1ccccc1)C(=O)CCC(=O)Nc1ccccn1)NCc1ccc(F)cc1,-4%,6%,0%,-10%,-25,4%,46%
CN(C)c1ccc(NC(=S)c2ccc3ccccc3n2)cc1,6%,-10%,0%,?,68,2%,-43%
COc1ccc(C2/C(=C(/O)c3ccccc3)C(=O)C(=O)N2c2ccccn2)cc1OC (stereo not given),5%,-7%,-4%,7%,-38,·,-10%
CCc1nc2ccccc2c(C(=O)OCC(=O)NCc2ccc3c(c2)OCO3)c1C,2%,-10%,-4%,-1%,?,-4%,-29%
CN(Cc1ccc(Cl)cc1)C(c1cc2ccccc2o1)c1nnnn1C(C)(C)C (stereo not given),·,·,-7%,-5%,-18,·,·
Cc1ccc2oc(=O)c(S(=O)(=O)c3ccc(C(C)(C)C)cc3)cc2c1,·,21%,1%,·,-1,-3%,·
COc1ccc(Nc2c3c(nc4ccccc24)CCCC3)cc1OC,-4%,-5%,-1%,-18%,8,-16%,-15%
CCN(CC(=O)Nc1c(F)cccc1F)C(=O)CCC(=O)c1ccc(F)cc1,·,0%,3%,28%,-22,-28%,-31%
C#Cc1ccc(C(=O)Nc2cc(C(N)=O)ccc2N2CCOCC2)cc1,2%,-2%,3%,-9%,67,-8%,4%
C/C(=N\NC(=O)C(=O)Nc1c(C)n(C)n(-c2ccccc2)c1=O)c1ccncc1,-2%,-8%,0%,49%[activator],12,-25%,-1%
COc1ccc(O)cc1,·,·,-6%&5%,2%,14,·,-17%

# Single records, from the list above. Order of screens: LmPK inhibitor | AmpC inh detg | TbPYK inhibitor | AMA1 RON2 block | HCMV inh | Sm TGR inh | AmpC inh no detg
# Shown for Cc1nccn1-c1c2c(c(C#N)c3nc4ccccc4n13)CCC2 → 0% | 1% | -6% | -1% | · | 25µM* | -12%
# Shown for COc1cc(Cl)c(C)cc1NC(=O)CSc1cc(-c2ccccc2)nc(C)n1 → · | 12% | 6% | · | -35 | 6% | ·
# Shown for COc1ccc(O)cc1 → · | · | -6%&5% | 2% | 14 | · | -17%
# Shown for CCOC(=O)N1CCC(NC(=O)C2CCN(Cc3nc(-c4ccc(CC)cc4)oc3C)CC2)CC1 → · | · | 1% | -4% | 33 | · | ·
# Shown for O=C(NC1CCCCCCC1)NC1CCCCC1 → -5% | -3% | -5% | 0% | 119 | -10% | -9%

# An excerpt of the results above:
SMILES,LmPK inhibitor,AmpC inh detg,TbPYK inhibitor,AMA1 RON2 block,HCMV inh,Sm TGR inh,AmpC inh no detg
C/C(=N\NC(=O)C(=O)Nc1c(C)n(C)n(-c2ccccc2)c1=O)c1ccncc1,-2%,-8%,0%,49%[activator],12,-25%,-1%
COc1ccc(O)cc1,·,·,-6%&5%,2%,14,·,-17%

# The listing picks up, repeating the 2 entries before the break.
SMILES,LmPK inhibitor,AmpC inh detg,TbPYK inhibitor,AMA1 RON2 block,HCMV inh,Sm TGR inh,AmpC inh no detg
C/C(=N\NC(=O)C(=O)Nc1c(C)n(C)n(-c2ccccc2)c1=O)c1ccncc1,-2%,-8%,0%,49%[activator],12,-25%,-1%
COc1ccc(O)cc1,·,·,-6%&5%,2%,14,·,-17%
CSc1ccccc1OCc1cc(C(=O)NCC(C)(C)N2CCOCC2)no1,-3%,0%,2%,10%,?,-9%,139%[activator]
COc1ccc(C(=O)N2CCC(C(=O)N3CCN(Cc4ccccc4)CC3)CC2)cc1,7%,-10%,0%,0%,3,2%,59%
O=C(O)CCCCCNC(=O)C(=O)C1C(=O)Nc2ccccc21 (stereo not given),-4%,-1%,1%,1%,23,-21%,-10%
O=C(CCn1cnc2onc(-c3ccc(F)cc3)c2c1=O)Nc1ccc(F)c(Cl)c1,·,26%,3%,·,-67*,6%,·
COc1ccccc1C(=O)CC(=O)C(=O)Nc1cccc([N+](=O)[O-])c1C,-3%,1%,0%,108%[activator],?,-7%,-46%
O=C(NCc1ccccc1)C(c1ccco1)N(C(=O)c1csnn1)c1ccccc1F (stereo not given),-2%,0%,2%,2%,-24,-2%,-25%
Cc1ccc(Cl)cc1NS(=O)(=O)c1ccc2oc(=O)ccc2c1,1%,1%,-1%,-1%,-13,-2%,-35%
CCNC(=O)COc1cccc2ccccc12,3%,?,2%,5%,-69*,0%,-1%
S=C(NCC1CCCO1)N1CCN(c2ccccc2)CC1 (stereo not given),-10%,4%,2%,2%,-31,-2%,-12%
Cc1ccc(N2CC(C(=O)OCC(=O)Nc3ccccc3F)CC2=O)cc1 (stereo not given),-9%,-1%,-1%,12%,-22,7%,-20%
COc1cc(/C=C2/C(=O)NN(c3ccc(C)c(Cl)c3)C2=O)cc([N+](=O)[O-])c1O,-3%,-6%,1%,0%,-30,-31%,-51%
Cc1ccc2nc(/C(C#N)=C/c3cccc(Br)c3)[nH]c2c1,·,-13%,-1%,·,?,6%,·
c1ccc(-n2ncc3c(NC4CCCCCC4)ncnc32)cc1,5%,-4%,-4%,-7%,44,-3%,-20%
Cc1ccc(SCCC(=O)Nc2c(C)n(C)n(-c3ccccc3)c2=O)cc1,8%,-2%,5%,8%,-34,0%,-3%
CCOC(=O)c1nnn(-c2ccc([N+](=O)[O-])cc2[N+](=O)[O-])c1C,-3%,4%,0%,2%,-18,-26%,-8%
CSCCC(NS(=O)(=O)c1ccc(Cl)cc1)C(=O)OCC(=O)NC1CCCCC1 (stereo not given),-9%,-8%,1%,-2%,-16,0%,43%
CCOC(=O)c1ccc(NC2=CC(c3ccc(F)cc3)N(c3ccc(C(=O)OCC)cc3)C2=O)cc1 (stereo not given),·,0%,-10%,·,15,2%,·
CCNC(=S)N(CCc1c(C)[nH]c2ccc(Cl)cc12)Cc1ccco1,6%[11.5 µM],1%,-4%,0%,?,1%,-11%
CC(C)(C)OC(=O)CNC(=O)c1[nH]cnc1C(=O)NC(c1ccccc1)c1ccccc1,-1%,-3%,1%,126%[activator],-9,-1%,45%
COCCn1ccc2c(OCC(=O)NCc3ccccc3)cccc2c1=O,·,0%,2%,17%,-10,1%,-9%
COc1ccc(CNCc2cc(OC)ccc2OC)cc1,-3%,-6%,11%,-5%,10,-12%,-16%
O=C(CSc1nc2ccccc2nc1N1CCCC1)Nc1ccc(F)cc1,-3%,2%,-1%,15%,-65*,15%,-29%
COc1cc(C(=O)N2CCN(C/C=C/c3ccccc3)CC2)cc(OC)c1OC,0%,?,-4%,1%,30,-25%,166%[activator]
COc1ccccc1N1CCN(C(=O)C(C)N(c2ccccc2)S(C)(=O)=O)CC1 (stereo not given),5%,-1%,7%,0%,-11,0%,59%
CCN(CC)C(=O)OCc1c(-c2ccccc2)ncc2ccccc12,·,-6%,4%,-3%,29,?,-7%
COc1cc(NC(=O)CCc2nnc3ccc(N4CCCC4)nn23)cc(OC)c1OC,2%,-4%,3%,-2%,22,-7%,16%
CCOc1ccc(CNC(=O)c2cnc3sc(N(CC)CC)nn3c2=O)cc1OC,·,-7%,4%,·,-23,4%,·

# Screening results as filed in PubChem.
